Source: PubChem BioAssay
bIAP inhibitor: blocks bovine intestinal alkaline phosphatase activity; inhibition, % at 20 µM; purified bovine IAP, CDP-star luminescence, 30 min; 190,000 tested, under 10 active;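 active = over 50% inhibition of intestinal alkaline phosphatase at 20 µM in the single-dose screen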
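Incubation: 30 min reaction at room temperature / Material: purified bovine intestinal alkaline phosphatase (IAP) enzyme / Input: enzyme at 1/65,000,000 dilution / Dosing: 20 µM single dose / Signal: CDP-star luminescence signal / Reagent: CDP-star chemiluminescent phosphatase substrate, 30 µM final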
TNAP inh hiacc: TNAP (human) inhibition, high acceptor; purified TNAP, CDP-star luminescence, 1 M DEA; inhibition, % at 20 µM; hit rate 0.03% among 200,000; AID 1135;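 active = over 50% inhibition of tissue-nonspecific alkaline phosphatase at 20 µM in the single-dose screen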;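 also: plate controls were DMSO wells for no effect and EDTA-quenched wells as full inhibition for full effect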
Target sequence (P05186 whole entry, looked up): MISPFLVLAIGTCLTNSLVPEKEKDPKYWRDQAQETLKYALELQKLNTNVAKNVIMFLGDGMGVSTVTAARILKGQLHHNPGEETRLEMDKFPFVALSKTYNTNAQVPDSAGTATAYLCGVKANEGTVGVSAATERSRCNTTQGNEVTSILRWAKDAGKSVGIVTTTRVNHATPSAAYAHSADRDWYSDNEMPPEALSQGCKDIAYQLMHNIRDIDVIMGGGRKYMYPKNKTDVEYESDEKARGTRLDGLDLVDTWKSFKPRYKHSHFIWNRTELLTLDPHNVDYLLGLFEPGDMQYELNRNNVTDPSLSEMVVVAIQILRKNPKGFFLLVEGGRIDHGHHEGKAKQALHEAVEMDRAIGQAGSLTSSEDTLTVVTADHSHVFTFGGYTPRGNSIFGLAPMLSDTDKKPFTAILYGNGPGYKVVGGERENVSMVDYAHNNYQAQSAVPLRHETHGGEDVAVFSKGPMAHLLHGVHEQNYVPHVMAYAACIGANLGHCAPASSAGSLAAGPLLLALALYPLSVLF
SRC2 TRFRET art: flags TR-FRET format artefacts in PPARgamma SRC-2 recruitment agonist screen. TR-FRET artefact counter-screen; active compounds read high. TR-FRET ratio at 8 µM. hit rate 0.4% among 200,000. AID 1049; in the data active = TR-FRET ratio above about 2000; also: inactives centre near 1500
TNAP act hi DEA: TNAP (human) activation, high acceptor; AID 1136; 200,000 tested, under 10 active; P05186; purified TNAP, CDP-star luminescence, 1 M DEA, 30 min; active compounds read high; 0 = EDTA background, 1 = DMSO-only activity; activation factor at 20 µM;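 active = activation factor at least 2 at 20 µM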
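Assay system: human TNAP; Input: enzyme diluted 1/800 final; Reagent: CDP-star luminogenic substrate at 100 µM final; Timing: 30 min, room temperature; Signal: luminescence; Evaluation: TNAP activation factor scaled between EDTA and DMSO control wells.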
bIAP act: increases bovine intestinal alkaline phosphatase activity. purified bovine IAP, CDP-star luminescence, 30 min; active compounds read high; fold of DMSO-control signal, blank-subtracted. activation factor at 20 µM. hit rate 0.17% among 200,000;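 active = activation factor of 2 or more at 20 µM, a signal rise over negative controls twice the positive control's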
PPARg SRC-1 ag: PPARgamma-driven SRC-1 recruitment agonism; PPARgamma-SRC-1 coactivator recruitment biochemical assay; activation, % at 8 µM; hit rate 0.41% among 200,000; in the data active = activation above about 19%;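 also: 0% = DMSO and 100% = reference agonist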
PPARg SRC3 recr: agonists of human PPARgamma SRC-3 coactivator recruitment | hit rate 0.26% among 200,000 | biochemical PPARgamma/SRC-3 coactivator recruitment assay | P37231 | activation, % at 8 µM; in the data active = activation above about 23%;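 also: 0% = DMSO and 100% = reference agonist; some compounds past the cut are filed as inactive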
TNAP inh no acc: TNAP (human) inhibition, acceptor-free conditions. P05186. purified TNAP, CDP-star luminescence, 30 min. inhibition, % at 20 µM. hit rate 0.26% among 200,000;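 active = tissue-nonspecific alkaline phosphatase inhibition above about 50% at 20 µM in the single-dose screen, limit read from the data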;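 also: 0% = DMSO negative control and 100% = EDTA positive control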
Efa HMGR inh: E. faecalis class II HMG-CoA reductase inhibition; purified E. faecalis HMGR, NADPH absorbance 340 nm kinetic; inhibition, % at 10 µM; hit rate 0.41% among 190,000;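 active = inhibition above a set limit, the median over all tested compounds plus 3 SD, cut at about 9.5% in these data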;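 also: enzyme runs in reverse so mevalonate oxidation gives rising NADPH absorbance; 0% = complete reaction with DMSO and 100% = background rate lacking mevalonate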
PPARg SRC-2 ag: agonists of SRC-2 recruitment by human PPARgamma. P37231. PPARgamma LBD-SRC-2 recruitment, biochemical. activation, % at 8 µM. hit rate 0.34% among 200,000. AID 1032; in the data active = activation above about 22%;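 also: 0% = vehicle and 100% = reference agonist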
Active calls of the source: *; x = no result given.

SMILES	bIAP inhibitor	TNAP inh hiacc	SRC2 TRFRET art	TNAP act hi DEA	bIAP act	PPARg SRC-1 ag	PPARg SRC3 recr	TNAP inh no acc	Efa HMGR inh	PPARg SRC-2 ag
COc1ccccc1-c1ccc(=O)n(CC(=O)NCc2ccco2)n1	-9	4	1649	1	1.1	0	0	-8	-3	-6
CCN1CCN(C(c2ccc(OC)cc2)C(O)C(=O)c2c[nH]c3ccccc23)CC1 (stereo not drawn)	0	-3	1457	1	1	-3	4	-14	-1	3
CCOCCCNC(=O)/C=C1\Sc2ccccc2N(Cc2ccccc2F)C1=O	6	2	1562	1	0.9	-2	3	-3	-2	-7
O=C(NC1CCCCC1)C(c1cccnc1)N(C(=O)CCl)c1cccc(Cl)c1 (stereo not drawn)	-22	1	1507	1	1.2	-2	5	-1	-5	7
O=C(CSc1nccn1-c1ncc(C(F)(F)F)cc1Cl)c1ccc(Br)cc1	-9	-1	1722	1	1.1	3	4	-4	5	7
CC(C)(C)c1ccc(C(=O)NCC(=O)O)cc1	16	-4	1447	1	0.8	2	5	-5	-2	-3
Cc1ccc(C(=O)N/N=C/c2ccc([N+](=O)[O-])s2)cc1	9	2	1675	1	0.9	8	1	-6	-11	8
COc1ccc(NC(=O)COC(=O)c2c(F)cccc2Cl)cc1OC	5	-4	1463	1	0.9	2	-1	-19	0	7
Cc1ccc2c(c1)C1CN(C)CCC1N2C(=O)c1ccccc1NS(=O)(=O)c1ccc(F)cc1 (stereo not drawn)	9	-1	1632	1	0.9	-2	6	-8	-3	0
Cc1ccc(-c2csc3nc(CN(C)Cc4ccccc4)[nH]c(=O)c23)cc1	23	-6	1773	1.1	0.8	3	3	-45	2	8
O=C(C1CCCN(S(=O)(=O)c2cccc3nonc23)C1)N1CCN(c2ccccc2Cl)CC1 (stereo not drawn)	10	-3	1623	1	0.9	6	0	-6	4	0
CC(NC(=O)c1ccc(N)cc1)c1ccccc1 (stereo not drawn)	-1	-1	1546	1	1	-11	4	1	-7	-3
CCN1CCN(c2ccc(NC(=O)c3ccc(C#N)cc3F)cc2Cl)CC1	0	-5	1562	1	1	4	5	-11	-3	5
Cc1ccsc1/C=C1\SC(N2CCOCC2)=NC1=O	-1	-2	1546	1	1	4	1	4	-7	5
Cc1cc(C(=O)OCC(=O)NCc2ccccc2)c(C)o1	4	-4	1608	1	1	12	-3	-16	0	-5
O=C1c2ccccc2C(=O)N1CC(O)CN1CCOCC1 (stereo not drawn)	12	-1	1696	1	0.9	-1	-4	-6	4	9
CCn1c(C)c(P(=O)(N2CCOCC2)N2CCOCC2)c2ccccc21	-16	-2	1398	1	1.2	6	2	-22	-5	-1
COc1cccc(N2CCN(C(=O)C3CCN(S(=O)(=O)c4cccs4)CC3)CC2)c1	-1	2	1541	1	1	3	-4	3	-4	0
COc1ccc(C(=O)NNC(=O)CSc2nnc(COc3ccc4ccccc4c3)n2C)cc1	7	-8	1526	1.1	0.9	5	3	-9	0	8
CCn1c(CSc2nc3ccccc3s2)n[nH]c1=S	-11	0	1659	1	1.1	10	8	0	0	18
COc1ccc2cc(S(=O)(=O)NCCCN3CCOCC3)ccc2c1	5	-2	1480	1	1	0	6	-8	-3	-1
Cc1cc(=O)[nH]c(N/N=C/c2c(O)n(-c3ccccc3)c(=O)c3ccccc23)n1	9	3	1758	1	0.9	2	9	-137	3	-7
CCOC(=O)N1CCN(C(=O)CS(=O)(=O)Cc2nc(-c3ccccc3C)oc2C)CC1	2	-1	1570	1	1	-2	9	-6	-8	14
C=CCn1c(=O)/c(=C\c2ccsc2)s/c1=C(/C#N)C(=O)NCCN1CCOCC1	0	-1	1610	1	1	7	11	-2	2	3
CCOc1ccc(C(=O)C(C)=O)c(OCC)c1	-2	-2	1626	1	1	-3	-3	-7	-4	-3

(cont.)
SMILES	bIAP inhibitor	TNAP inh hiacc	SRC2 TRFRET art	TNAP act hi DEA	bIAP act	PPARg SRC-1 ag	PPARg SRC3 recr	TNAP inh no acc	Efa HMGR inh	PPARg SRC-2 ag
CCOc1cc(/C=N/NC(=O)c2ccncc2)ccc1OC(=O)c1ccc([N+](=O)[O-])cc1	11	-5	1514	1	0.9	6	-2	14	3	1
O=C(c1cc2ccccc2oc1=O)N(Cc1cccs1)C1CCS(=O)(=O)C1 (stereo not drawn)	0	-4	1593	1	1	6	12	-12	-4	-3
CCc1nnc(NS(=O)(=O)c2ccc(N=Cc3c(C)[nH]n(-c4ccc(C)c(C)c4)c3=O)cc2)s1	-1	3	1645	1	1	0	2	5	-7	-7
Cc1ccc2nc(-c3ccc(N4C(=N)SC5CS(=O)(=O)CC54)cc3)sc2c1 (stereo not drawn)	-4	1	1694	1	1	-3	2	11	-2	-5
Cc1cc(C)cc(NS(=O)(=O)c2ccc3[nH]cc(C(=O)N4CCc5ccccc54)c(=O)c3c2)c1	9	-4	1530	1	0.9	0	-5	-17	2	-5
CCOC(=O)c1ccc2ncc(C(=O)OCC)c(NCc3ccco3)c2c1	2	-2	1514	1	1	5	-2	-3	1	2
CSc1nnc(C)c(/C=C/Nc2ccc(F)cc2)n1	15	9	1588	0.9	0.8	0	14	21	-3	7
COc1ccc(C(=O)Nc2ccc(OCC(F)(F)C(F)F)c(C(F)(F)F)c2)cc1OC	21	-5	1447	1	0.8	6	8	-1	2	5
CC(=O)c1ccc(NC(=O)CNCC(c2ccccc2)N(C)C)cc1 (stereo not drawn)	-16	-3	1501	1	1.2	11	6	-12	-5	3
O=C(NN=C1C2CC3CC(C2)CC1C3)c1ccncc1	10	-1	1530	1	0.9	11	0	-1	-1	-2
CCOC(=O)Cc1[nH]nc2c1C(c1cc(OC)ccc1OC)C(C#N)=C(N)O2 (stereo not drawn)	-3	-5	1595	1.1	1	4	4	13	1	1
CC1CCc2nc(NC(=O)CN3CCN(c4ccc(F)cc4)CC3)sc2C1 (stereo not drawn)	-2	0	1611	1	1	2	-3	-6	-1	1
CCCCCC[n+]1c(-c2ccccc2)csc1Nc1ccccc1	6	1	1384	1	0.9	-1	-2	17	-2	3
Cn1c(C(=O)NC2CCCCC2)cc2c(=O)n(C)c3ccccc3c21	-3	-9	1591	1.1	1	8	4	-25	-1	3
COc1cccc(C(=O)Nc2ccc(N3CCN(Cc4ccccc4)CC3)cc2)c1	0	-4	1522	1	1	5	1	-10	-6	5
Cc1sc(NC(=O)Cn2nc(C(F)(F)F)cc2C)c(C(=O)OC(C)C)c1C	11	-1	1579	1	0.9	-8	6	4	-2	1
CCN1C(=O)C(CC(=O)N2CCN(C(c3ccccc3)c3ccccc3)CC2)N(CC)C1=O (stereo not drawn)	4	0	1631	1	1	-1	-20	-7	-2	-6
O=C(Nc1ccc(F)cc1)c1ccccc1F	9	-1	1607	1	0.9	5	-2	-9	-5	8
Cc1noc(C)c1COc1cccc(C(=O)N2CCN(C/C=C/c3ccccc3)CC2)c1	-6	-5	1663	1	1.1	8	5	-1	1	5
COc1ccc(OCC(=O)Nc2ccc3c(c2)nc(CCN2CCOCC2)n3C)cc1	6	-5	1694	1.1	0.9	4	16	-19	-1	6
Cc1cc(C)cc(NC(=S)NCc2ccc3[nH]c4c(c3c2)CCCC4)c1	12	-8	1442	1.1	0.9	-6	-1	-22	-4	0
CCNS(=O)(=O)c1ccc(CCC(=O)O)cc1	1	-6	1589	1.1	1	0	1	-13	-4	10
N#CC(C(=O)c1ccco1)c1ccccn1 (stereo not drawn)	8	-2	1485	1	0.9	0	1	-15	3	3
COc1ccc(OC)c(NC(=O)c2cc3sccc3n2C)c1	12	-3	1511	1	0.9	6	6	-6	2	-1
COc1ccc(-c2nn(-c3ccccc3F)cc2CNCCn2nc(C)cc2C)cc1	3	-10	1636	1.1	1	-4	-3	-15	-10	0

Later entries.
SMILES	bIAP inhibitor	TNAP inh hiacc	SRC2 TRFRET art	TNAP act hi DEA	bIAP act	PPARg SRC-1 ag	PPARg SRC3 recr	TNAP inh no acc	Efa HMGR inh	PPARg SRC-2 ag
CCCn1nnnc1NC(=O)CSc1ccc(Cl)cc1	27	-6	1364	1.1	0.7	-7	5	-8	0	-12
CC1(C)C(c2ccccc2)=[N+]([O-])C2(CCCCC2=O)N1O (stereo not drawn)	7	2	1615	1	0.9	-2	4	-6	-8	0
CNc1ccc(C(O)(C(F)(F)F)C(F)(F)F)cc1C(O)(C(F)(F)F)C(F)(F)F	6	-7	1610	1.1	0.9	3	4	-6	-1	9
Cc1ccc(CNC(=O)CSc2nc3c(sc4ccccc43)c(=O)n2CCCN2CCCC2)cc1	6	-4	1660	1	0.9	-1	3	-8	-2	2
CCN(CC)CCNC(=O)c1[nH]c2ccc(OCc3ccccc3)cc2c1C	-26	0	1575	1	1.3	5	0	-10	-1	0
CCCNC(=O)Cn1cccc1C(=O)c1ccccc1	10	-3	1534	1	0.9	6	2	-4	-6	-8
Cc1ccccc1C(=O)NNC(=O)C1CCCN(c2ncccn2)C1 (stereo not drawn)	-11	-4	1596	1	1.1	-4	1	-7	0	-9
N=C(N)SCc1nc2ccccn2c1Br	1	6	1548	0.9	1	1	0	36	-3	4
CCSc1nc2sc3c(c2c(=O)n1C1CCCCC1)CCN(C)C3	3	-1	x	1	1	x	x	-1	x	x
